From PubChem BioAssay
Cneo AK release: Cryptococcus neoformans cell lysis inducers, primary screen, AK release luminescence, single concentration; C. neoformans lysis, adenylate kinase release luminescence, 4 h; normalised: neutral wells 0, clomiphene wells 100; lysis activity, % at 15 µM; 0.2% of 360,000 active; AID 651654, 2012;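 active means mean lysis activity across replicates of at least 80%, whatever share of replicates individually reach that level; inactive means mean lysis activity below 80%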
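Assay system: C. neoformans cells. Amount: yeast cell density of 5 × 10^6 cells/mL. Technique: AK luminescence. Buffer or medium: YPD. Times: static 4 h at 37 °C with compound, 1 h detection. Dosing: single-point compound dose. Read-out: lysis from increased AK signal.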
RAD54 branch: inhibitors of human RAD54 branch migration, primary screen, biochemical, fluorescence, single point | AID 602329, 2012 | 0.14% of 360,000 active | RAD54 Holliday junction branch migration, FAM/BHQ fluorescence | inhibition, % at 10.4 µM;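 active means mean normalized replicate activity at least 40 and at least half of replicates scoring 40 or more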;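 further: 0% = median of neutral control wells and 100% = median of positive control wells; inhibitors cause a drop in the FAM fluorescence signal; in these data hits start at about 50%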
Target sequence (Q92698 whole entry, looked up): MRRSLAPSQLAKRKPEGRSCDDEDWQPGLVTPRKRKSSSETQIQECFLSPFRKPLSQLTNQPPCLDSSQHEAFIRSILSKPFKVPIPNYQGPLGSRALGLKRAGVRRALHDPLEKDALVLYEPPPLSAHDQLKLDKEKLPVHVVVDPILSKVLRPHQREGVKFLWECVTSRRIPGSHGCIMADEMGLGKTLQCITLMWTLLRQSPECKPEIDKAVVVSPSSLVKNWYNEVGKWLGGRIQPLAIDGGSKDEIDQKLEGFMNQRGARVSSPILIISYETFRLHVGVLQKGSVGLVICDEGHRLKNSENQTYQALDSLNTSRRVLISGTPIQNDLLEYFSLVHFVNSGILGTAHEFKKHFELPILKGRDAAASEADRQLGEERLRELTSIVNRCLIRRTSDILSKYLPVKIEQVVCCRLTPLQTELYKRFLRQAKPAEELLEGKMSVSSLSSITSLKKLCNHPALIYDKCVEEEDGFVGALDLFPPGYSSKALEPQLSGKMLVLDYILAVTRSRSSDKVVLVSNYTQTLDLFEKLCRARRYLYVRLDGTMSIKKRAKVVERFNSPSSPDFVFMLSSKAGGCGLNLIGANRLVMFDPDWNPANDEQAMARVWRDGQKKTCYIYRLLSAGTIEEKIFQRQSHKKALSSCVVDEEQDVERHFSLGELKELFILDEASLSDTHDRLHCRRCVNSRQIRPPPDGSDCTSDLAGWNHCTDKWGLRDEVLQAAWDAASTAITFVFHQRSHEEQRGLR
E-sel inducer: E-selectin induction in HUVECs, primary screen, imaging, HUVEC, immunofluorescence imaging, single point. P16581. normalized: neutral wells 0, TNF-alpha wells 100. activation, % at 7.58 µM. 0.37% of 260,000 active. AID 686992, 2013;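 active means mean E-selectin-positive cell signal at least 10% of the positive control, reached in at least 60% of replicates, without over 20% cell loss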;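 further: in these data hits start at about 27%; measured in HUVEC primary endothelial cells; signal is the percent of cells scored E-selectin positive by PE staining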
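Read-out: % PE-positive cells | Test system: HUVEC | Doses: One compound dose added by pin transfer | Buffer or medium: EGM-2 over gelatin coat | Signal: Immunofluorescence imaging | Benchmarks: TNF-alpha, DMSO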
PglD DTNB: C. jejuni PglD acetyltransferase inhibitors, primary screen, biochemical, DTNB colorimetric, single point. 0.098% of 360,000 active. inhibition, % at 12.5 µM. purified PglD enzyme, DTNB colorimetric CoA detection; in the data active means inhibition above about 16%, passing the limit was not always enough; further: strong numbers were not always called active
ERAP1 inh: human ERAP1 aminopeptidase inhibitors, primary screen, biochemical, single point, plate reader. Endoplasmic reticulum aminopeptidase 1 (Homo sapiens), Q9NZ08. recombinant ERAP1, Leu-AMC fluorescence, 60 min. inhibition, % at 10.7 µM. 0.15% of 340,000 active. AID 652197, 2013;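 active means mean replicate inhibition of at least 30%, or all replicates individually reaching that 30% level; inactive means mean below 30% and not every replicate reaching it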;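 further: 0% = neutral control wells and 100% = L-leucinethiol positive control wells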
PGC1a acetyl inh: inhibitors of PGC1a acetylation signal, primary screen, cell-based, U2OS, AlphaScreen, inhibitor mode; AlphaScreen anti-acetyl-lysine; with virally co-expressed GCN5 acetyltransferase; inhibition, % at 15.6 µM; 0.17% of 350,000 active; AID 651687, 2012;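 active means every replicate shows inhibition of at least 40%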;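 further: 0% = neutral control wells and 100% = positive control wells; some results beyond the cut were filed as inactive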
RAD52 inh: RAD52 DNA annealing inhibitors, primary screen, biochemical, FRET, single point, set 2; DNA repair protein RAD52 homolog (Homo sapiens), P43351; recombinant RAD52 DNA annealing, FRET fluorescence; inhibition, % at 18.7 µM; 0.46% of 360,000 active; AID 651710, 2012;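 active means every replicate showing at least 50% inhibition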
miR122 inh: miR-122 Renilla sensor signal increase in Huh7, primary screen, miR-122 inhibitor project, cell-based, single point, plate reader; Huh7 miR-122 Renilla luciferase sensor, 48 h; neutral wells = 0, positive control = 100; activation (reporter increase), % at 12.5 µM; 0.3% of 340,000 active;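 active means mean replicate activation score at least 90 and every replicate individually at or above 90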;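 further: higher luciferase means less miR-122 activity so hits act as miR-122 inhibitors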
Numbers without * were called inactive; . = no result given; & = joins results of further samples; [ ] = dose if it differs, or a comment. Outcome played no part in choosing rows; about 1.4% have a hit in one of these screens.

canonical_smiles	PGC1a acetyl inh	miR122 inh	ERAP1 inh	PglD DTNB	RAD54 branch	E-sel inducer	RAD52 inh	Cneo AK release
Cc1ccc([N+](=O)[O-])cc1NC(=S)NC(=O)CC(C)(C)C	-10	-6	.	2	2	.	.	43
O=S(=O)(c1cc(Cl)ccc1Cl)N1CCN2CCCC2C1 (stereo not given)	.	0	-2	-1	4	.	-13	0
O=c1[nH]c2ccccc2nc1NCCN1CCOCC1	-14	-3	.	-6	8	.	.	-2
Cc1noc(C)c1NC(=O)N(C)C[C@H]1OCCCC[C@@H](C)Oc2ccc(NS(=O)(=O)c3ccccc3)cc2C(=O)N([C@@H](C)CO)C[C@@H]1C	-1	2[16.7 µM]	-4	-3	2	-0.2	23	-3
O=C1/C(=C/c2cccs2)SC(=S)N1CC(=O)N1CCCCC1CCO (stereo not given)	.	.	0	-18	-2	.	-23	2
CNc1cncc(-c2cccc(O)c2)n1	13	7	-42	-5	-8	0.1	-8	-1
Cc1cccc(Nc2nc(N)nc(CCl)n2)c1C	-1	-22	-5	-2	3	0.5	-4	3
O=C(CN1CCN(Cc2ccc3c(c2)OCO3)CC1)Nc1cc(S(=O)(=O)N2CCCC2)ccc1Cl	4	.	-1	.	.	-1.8	-18	.
O=C(O)CN1C(=O)C(=O)N(Cc2ccc(Cl)c(Cl)c2)C1=O	2	2	3	-8	-8	.	-11	1
COCC(=O)Nc1ccc2c(c1)OCC(=O)N2Cc1ccccc1F	11	-3	1	-1	-14	.	-5	8
CC1(C)C=C(c2ccc(C(=O)O)s2)CC(C)(C)N1	-1	-5	3	3	-1	.	-15	-3
C=CCn1c(SCC(=O)N2CC(=O)Nc3ccccc32)nc2scc(-c3cccs3)c2c1=O	0	4	.	0	-27	.	.	-4
CCCOc1ccc(F)cc1-c1cc(C(=O)NCCOC)[nH]n1	-1	3	1	8	-2	0.0	-2	-2
CCOC(=O)C1=C(C)Nc2ncnn2C1c1cccnc1 (stereo not given)	-30	-4	.	8	-1	.	.	-2
Cc1ccc(-c2ccc(C3[C@H]4CNC[C@@H]3N4S(=O)(=O)c3ccccc3)cc2)cc1 (stereo not given in full)	6	.	2&5	.	.	0.2&0.0	47&-53	.
CN(C)C(=O)C[C@@H]1C[C@@H]2c3cc(NC(=O)C4CCC4)ccc3O[C@@H]2[C@H](CO)O1	8	-1[16.7 µM]	-1	-1	0	-0.2	-6	1
O=C(CSCc1ccc(Cl)cc1Cl)Nc1ccc(O)cc1C(=O)O	-8	-2	-6	4	-8	.	-19	-1
CC1(C)CC(=O)N(c2ccc(C#N)cc2)C(=O)C1	.	2	-3	2	-3	0.1	2	2
O=C(N[C@@H]1CC[C@H](CCn2cc(-c3ccccn3)nn2)O[C@H]1CO)c1ccncc1	-5	.	-2	3	2	-0.5	-19	28
Cc1cccc(CN(CC(=O)N/N=C/c2ccco2)S(=O)(=O)c2ccc(Cl)cc2)c1	-13	4	.	-4	5	.	.	5
O=C(COC(=O)c1ccc2c(c1)C(=O)N(Cc1ccncc1)C2=O)Nc1cccc2ccccc12	-11	-3	4	.	.	.	-269	.
CC(NC(=O)c1cccnc1)C(c1cccs1)N1CCN(c2ccccc2F)CC1 (stereo not given)	-4	.	1	-6	-4	.	-1	0
O=C(CN1C(=O)COc2ccc(Cl)cc21)NC1CC1	.	.	5	-8	5	-0.5	2	2
COc1ccc(N2CC(C(=O)Nc3nc4ccc(S(C)(=O)=O)cc4s3)CC2=O)cc1 (stereo not given)	-6	3	1	0	-3	.	-21	-1
Cc1noc(C)c1NC(=O)N(C)C[C@H]1Oc2ccc(NC(=O)Cc3cn(C)c4ccccc34)cc2CC(=O)N([C@@H](C)CO)C[C@H]1C	2	-3[16.7 µM]	-7	1	13	0.9	-5	-2
O=C(CN1C(=O)c2ccc([N+](=O)[O-])cc2C1=O)Nc1cc(S(=O)(=O)N2CCOCC2)ccc1Cl	7	-5	-1	-5	-5	0.0	-16	-2
CN1C(=O)c2cc(NC(=O)C3CCCC3)ccc2OC[C@H]2O[C@H](CC(=O)Nc3ccccc3)CC[C@H]21	4	4[16.7 µM]	-2	17	3	0.1	3	2
OCCN1CCN(CC(O)COc2ccc(-c3ccccc3)cc2)CC1 (stereo not given)	-2	0	.	16	0	.	.	-9
O=C(O)CSc1ncnc2sc3c(c12)CCC3	9	0	.	-1	1	.	.	11
C[C@@H]1CN([C@@H](C)CO)C(=O)Cc2cc(NC(=O)Nc3ccc4c(c3)OCO4)ccc2O[C@@H]1CN(C)Cc1ccc(Cl)c(Cl)c1	-4	-2[16.7 µM]	0	0	5	9.5	-1	-2
O=Cc1c(-c2ccc(F)cc2)nc2ccccn12	-1	-10	-1	-2	-4	.	0	-2
COCC(=O)Nc1ccc2c(c1)C(=O)N(C)[C@H]1CC[C@H](CC(=O)NCc3cccc(F)c3)O[C@H]1CO2	0	38[16.7 µM]	.	3	3	0.1	.	9
CN(c1ccccc1)S(=O)(=O)c1cc(C(=O)NCc2ccco2)ccc1Cl	-5	1	2	4	-5	-0.1	-54	-2
CCCCn1nc(NC(=O)CC)c2cc3cc(OC)ccc3nc21	-6	9	-4	-2	-9	1.9	-16	0
Cc1c(C(=O)NNS(=O)(=O)c2ccccc2)sc(=S)n1C	-2	-3	0	1	-2	.	-22	0
COc1ccccc1-n1nnnc1SCC(=O)N1CCCC1=O	-4	-1	1	-3	7	.	-9	0
N#C[C@@H]1[C@@H](c2ccc(-c3cccc(F)c3)cc2)[C@H](CO)N1C(=O)c1cccnc1	-9	.	-1	0	0	-0.3	-38	-4
C[C@H]1CN([C@@H](C)CO)C(=O)CCCn2nncc2CO[C@@H]1CN(C)C(=O)Nc1cccc2ccccc12	8&-6	-8	9&0	4&-1	-1&5	0.5&-0.2	3&-11	-1&-1
COc1ccc([C@@H]2[C@@H]3C(=O)N(C(C)(C)C)C(=O)[C@@H]3[C@]3(CC(C)C)C(=O)N(c4ccccc4)C(=O)N23)cc1	-3	-3	-4	3	7	.	-28	0
CC1Cc2cc(/C(O)=C3/C(=O)C(=O)N(CCCn4ccnc4)C3c3ccc([N+](=O)[O-])cc3)ccc2O1 (stereo not given)	3	-7	-2	1	1	0.2	-12	4
Cc1cnc(NC(=O)Cc2ccccc2Cl)s1	-11	-1	3	2	-1	0.3	-4	-1
N=c1nc2n(cc1F)C1OC(CO)C(O)C1O2 (stereo not given)	0	-1	4	.	.	0.3	3	.
O=C(Nc1ccc(C2CCCCC2)cc1)C1CCN(c2ncccn2)CC1	2	4	.	1	8	.	.	1
CN(C)C(=O)Cn1cnc2c(cnn2-c2ccc(F)cc2)c1=O	2	0	1	1	-3	.	-2	-1
CCN(CC)CCn1c(=N)n(CC(=O)c2ccc(Br)s2)c2ccccc21	8	3	1	-8	17	0.0	51*	1
COc1ccc(C)cc1-n1nnnc1SCc1csc(C)n1	-9	16	.	-7	-2	.	.	2
CN(Cc1cnn(C)c1)C(=O)c1sc2cccc(Cl)c2c1Cl	-6	4	.	-5	-1	.	.	-1
Cc1nnc(NC(=O)CC23CC4CC(CC(C4)C2)C3)s1	-12	-2	3	1	-4	.	2	-1
CN1CCN(CC(O)COC(c2ccccc2)c2ccccc2)CC1 (stereo not given)	13	-1	-8	.	.	.	-8	.
CCOc1ccc2ccc(OCC)c(/C=N/n3cnnc3)c2c1	.	.	0	4	10	-0.1	2	-2
C[C@H]1CN([C@@H](C)CO)C(=O)Cc2cc(NC(=O)C3CC3)ccc2O[C@@H]1CN(C)Cc1ccc(-c2ccccc2)cc1	1	-2[16.7 µM]	.	-1	-7	0.6	5	28
Cc1ccc(C)c(OCCCCn2ccnc2)c1	-1	7	.	-6	-4	.	.	5
COC(=O)CNc1cc(S(=O)(=O)N2CCCCC2)ccc1Oc1ccc(C(=O)OC)cc1	-9	0	1	2	-1	-0.1	3	3
C[C@@H]1CN([C@H](C)CO)C(=O)CCCn2cc(nn2)CO[C@H]1CN(C)Cc1ccc2cccnc2c1	6	0[16.7 µM]	1	-5	3	0.0	-2	-7
O=S(=O)(c1ccc(C2CCCCC2)cc1)N1CCN(c2ncccn2)CC1	-3	-4	-1	5	-2	.	-17	-2
CCOC(=O)N1CCC(NS(=O)(=O)c2ccc(C)c(Cl)c2)CC1	-3	13	.	2	-9	0.0	-4	-1
CCOc1ccccc1NC(=O)CSc1ccc(-c2sc(C)nc2C)nn1	3	1	-1	-1	-13	-0.1	-25	-6
Cc1cccc(-c2nc(C#N)c(NC3CCCCC3)o2)c1	-10	9	.	2	-16	.	.	-5
Cc1cc([N+](=O)[O-])nn1Cc1ccc(C(=O)N/N=C/c2ccc(F)cc2)cc1	15	4	.	2	-12	.	-19	-2
COc1ccc(NC(=O)COc2cccc3c2CCN(Cc2cccnc2)C3=O)c(OC)c1	2	6	-4	6	-13	-0.1	-4	0
C[C@H]1CN([C@@H](C)CO)C(=O)Cc2cc(NC(=O)NC3CCCCC3)ccc2O[C@H]1CN(C)C	5	2[16.7 µM]	3	6	-1	-3.6	-3	-2

In the list so far, 2 contain an NH in an aromatic ring:
canonical_smiles	PGC1a acetyl inh	miR122 inh	ERAP1 inh	PglD DTNB	RAD54 branch	E-sel inducer	RAD52 inh	Cneo AK release
O=c1[nH]c2ccccc2nc1NCCN1CCOCC1	-14	-3	.	-6	8	.	.	-2
CCCOc1ccc(F)cc1-c1cc(C(=O)NCCOC)[nH]n1	-1	3	1	8	-2	0.0	-2	-2
